# Screens as filed in PubChem.
# mcGAS inh: blocks mouse cGAS activity; Q8C6L5; recombinant cGAS, Kinase-Glo ATP depletion luminescence; inhibition, % at 12.5 µM; 160,000 tested, 0.15% active; AID 1259399;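 also: 0% = negative control wells and 100% = reference inhibitor with no enzyme activity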
# hcGAS inh: blocks human cGAS activity. inhibition, % at 12.5 µM. 290,000 tested, 0.081% active. Q8N884. recombinant h-cGAS, ATP depletion, Kinase-Glo luminescence;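 also: 0% = vehicle reaction and 100% = reaction without DNA for no activity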
# Target sequence (Q8N884 whole entry, looked up): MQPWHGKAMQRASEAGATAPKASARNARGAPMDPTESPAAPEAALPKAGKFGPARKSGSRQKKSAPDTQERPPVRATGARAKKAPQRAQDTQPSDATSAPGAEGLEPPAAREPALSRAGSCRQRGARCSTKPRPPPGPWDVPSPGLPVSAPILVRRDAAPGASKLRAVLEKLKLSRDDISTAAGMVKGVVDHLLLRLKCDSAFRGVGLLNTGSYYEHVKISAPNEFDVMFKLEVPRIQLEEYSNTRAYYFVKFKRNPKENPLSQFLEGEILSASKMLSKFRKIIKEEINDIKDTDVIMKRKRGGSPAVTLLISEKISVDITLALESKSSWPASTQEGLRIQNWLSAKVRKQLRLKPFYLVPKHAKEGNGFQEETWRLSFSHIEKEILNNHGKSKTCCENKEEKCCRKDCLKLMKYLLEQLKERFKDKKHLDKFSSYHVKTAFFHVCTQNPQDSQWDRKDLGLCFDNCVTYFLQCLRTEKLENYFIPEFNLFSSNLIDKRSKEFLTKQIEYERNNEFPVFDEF
# NPYLR7 agonist: activates Aedes aegypti NPYLR7 receptor | HEK293T NPYLR7/Galpha15, GCaMP6s calcium fluorescence | activation, % at 10 µM | 270,000 tested, 0.15% active; in the data active = activation above about 40%;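 also: 0% = vehicle and 100% = reference agonist at the receptor; some compounds past the cut are filed as inactive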
# * hit, by the source's call; nt = no result given; & = joins results of further samples. Rule as the data show it, unless noted: active = inhibition above about 40%; inactive = the rest.
Molecule | mcGAS inh | hcGAS inh | NPYLR7 agonist
COc1ccc(CN(CC(O)COCC(C)C)C2CC2)cc1OC (stereo not given) | -2 | -1 | 10
COc1ccccc1NC(=O)CCC(=O)N1CCc2ccccc2C1 | -2 | -2 | 3
O=C(NC1CCCOc2ccc(F)cc21)C1CCN(c2ccc(Cl)cn2)CC1 (stereo not given) | -18 | -7 | 2
Nc1nonc1C(=O)NCc1ccco1 | -3 | 4 | 5
COc1cccc2sc(NNC(=O)c3cc(=O)c4ccccc4o3)nc12 | -4 | 9 | 3
CC(=O)NCCOc1nc(N(C)C)nc(N2CCCCC2)n1 | -1 | 4 | nt
COCCNCc1csc(COc2cccc(C)c2)n1 | nt | 9 | -7
CC(C)(C)c1cc(NC(=O)C(=O)NCc2ccc(Cl)s2)no1 | nt | 10 | 19
Cn1ccnc1-c1ccc(NC2CCCN(Cc3ccccc3)C2)nn1 (stereo not given) | -3 | -5 | 1
CCC(=O)Nc1c(C)nc2ccccn2c1=O | nt | -5 | 2
O=C(NN1CCOCC1)c1c2c(nc3ccccc13)CCN(CCc1ccccc1)C2 | nt | -9 | 2
CC(Nc1ncc(C(F)(F)F)cc1Cl)C1CCCO1 (stereo not given) | -5 | -15&0 | 9&6
Cc1c(C)n2c3c(=O)n(Cc4c(F)cccc4Cl)c(=O)n(C)c3nc2n1CCN1CCOCC1 | -9 | -7 | 8
Cc1ccc(CNC(=O)CCCc2nc3ccccc3o2)cc1 | nt | 4 | -2
CCOC(=O)c1c(C)nn(-c2ccc(C(=O)NCCc3ccccn3)cc2)c1C | -5 | -7 | 1
Cc1ccc(-c2nnc3n2N=C(c2ccc(O)c(O)c2)CS3)cc1 | nt | -5 | 2
COc1ccc(CN(C)C(C)c2c(C)nn(C)c2C)c(C)c1C (stereo not given) | nt | -5 | 0
Cc1ccn(CCC(=O)N2CCC3(CCCN(CCC4CCCCC4)C3)C2)n1 (stereo not given) | nt | -12 | 6
CCN(CC(=O)NC(C)C)C(=O)CSc1nccn1-c1cc(C)cc(C)c1 | -7 | -4 | 8
CCOc1ccc(CN2CCN(Cc3cccc4cnccc34)CC2CCO)cc1 (stereo not given) | nt | -7 | 15
O=C(O)/C=C\C(=O)Nc1cc(Cl)cc(Cl)c1 | nt | 4 | -9
CCNc1cc(C)nc(N2CCN(C(=O)c3cc(C)cc(C)c3)CC2)n1 | nt | -10 | 7
CCCCCCCCNC(N)=S | nt | -5 | -1
COCC1CCCN(Cc2ccc3c(c2)CN(C(=O)COc2ccccc2Cl)CCO3)C1 (stereo not given) | -13 | -7 | 19
CCN(CCN1C(=O)CSC1c1cccs1)C(=O)C1CCC1 (stereo not given) | -5 | -5 | 26
NCC(=O)Nc1ccccc1/C=C/c1ccccc1 | -18 | -4 | 7
O=c1c2nc(-c3ccc(Br)cc3)cn2ccn1-c1ccc(F)cc1 | -3 | -2 | 1
OC1C[C@H]2CC[C@@H](C1)N2Cc1cc2n(n1)CCNC2 (stereo not given in full) | nt | -4 | 5
c1ccc2c(c1)CC(CNCC1(CN3CCOCC3)CCCCC1)CO2 (stereo not given) | nt | 5 | -6
COCCN1C(=O)NC(c2ccccc2Cl)C(C(=O)N2CCOCC2)=C1C (stereo not given) | nt | -9 | 5

# Next results.
Molecule | mcGAS inh | hcGAS inh | NPYLR7 agonist
NC(=O)c1cc2cc([N+](=O)[O-])ccc2oc1=Nc1cccc(C(F)(F)F)c1 | -3 | -2 | -3
N#CC(=C(O)COC(=O)C1CC(=O)N(Cc2ccco2)C1)c1nc2ccccc2[nH]1 (stereo not given) | nt | -10 | 2
Clc1ccccc1CSc1ncnc2c1nnn2Cc1ccccc1 | -3 | -4 | 6
CC1(Cc2ccccc2OC(F)(F)F)C(=O)Nc2ccccc21 (stereo not given) | -1 | 0 | 5
CCCSc1ncccc1C(=O)N1CCC(O)(c2ccccc2)CC1 | -3 | -3 | -6
O=C1C[C@@H](c2ccc(O)cc2)Oc2cc(O)cc(O)c21 | -2 | 2 | 2
CC(=O)c1cccc(OCc2cc(=O)n3ccsc3n2)c1 | nt | 2 | 11
COc1cc(/C=C/C(=O)N(C)Cc2ccsc2)cc(OC)c1OC | nt | -3 | -2
COc1ccc2c(c1)CCCN2Cc1nnnn1-c1ccccc1 | nt | 1 | -5
COc1ccc(Cl)c(NC(=O)NCCCCn2ccccc2=O)c1 | -14 | -4 | -1
Cc1nc(CN2CCCCC2CCc2ccc(O)cc2)co1 (stereo not given) | -16 | -7 | 2
O=C(c1cc(COc2ccc(-n3cncn3)cc2)on1)N1CCCC1c1nccs1 (stereo not given) | nt | -9&-10 | 3&3
Cn1c2c(c(=O)n(C)c1=O)C(c1ccc(Br)cc1)Nc1ccccc1O2 (stereo not given) | nt | -1 | 11
CC1(Cc2ccccc2F)C(=O)Nc2cccc(Cl)c21 (stereo not given) | -2 | 3 | 2
Cn1cc(NC(=O)CN2CCOC(Cc3ccccc3)C2)cn1 (stereo not given) | -14 | -2 | nt
CSc1nnc2c(n1)OC(c1ccc(O)cc1)Nc1ccccc1-2 (stereo not given) | -6 | -4 | -6
COc1ccc(OC)c2sc(N(CCN(C)C)C(=O)c3ccnn3C)nc12 | -8 | -13 | nt
CCOC(=O)c1ccc(NC(=O)c2cn(C)c3c(=O)n(-c4ccc(C)cc4)c(=O)[nH]c23)cc1 | nt | -5 | 12
C=CCNS(=O)(=O)c1cccc(C(=O)NCc2nnc3ccc(C(F)(F)F)cn23)c1 | nt | -5 | 5
COc1ccc(Cl)cc1S(=O)(=O)N1CCCC(CNC(=O)c2ccco2)C1 (stereo not given) | nt | -6&-8 | -8&2
O=C1C2C(c3ccccc3)C=CC(c3ccccc3)C2C(=O)N1Cc1ccc(F)cc1 (stereo not given) | -5 | -7 | 9
CCc1ccc(S(=O)(=O)N2CCN(Cc3nnnn3-c3ccc(F)cc3)CC2)s1 | -10 | -4 | -1
COc1ccccc1NC(C)C(=O)Nc1sc2c(c1C#N)CCCCC2 (stereo not given) | nt | 3 | 0
O=S(=O)(Cc1ccccc1)Nc1noc2ccccc12 | nt | -2 | -14
Cc1ccc2c(c1)c(Cn1cnc(-c3ccccc3)c1-c1cnn(C)c1)nn2C | nt | -4 | 1
CCCCS(=O)(=O)Oc1cccc(C(=O)O)c1 | nt | -5 | 3
Cc1cc(C)c2[nH]c(O)c(N=NC(=O)CC3CCS(=O)(=O)C3)c2c1 (stereo not given) | nt | -9 | 6
O=C(CNC(=O)c1ccc2c(c1)OCO2)NCc1ccco1 | nt | -8 | 23
COCCCNC(=O)c1cc(-c2ccc(OC)cc2)n2nc(C)c(-c3ccccc3)c2n1 | -3 | -1 | 2
COc1cccc(-c2csc3nc(CN(CCN4CCOCC4)CC(O)COC(C)C)[nH]c(=O)c23)c1 (stereo not given) | -6 | -8 | -8

# Just hcGAS inh (5 entries from above):
Structure	hcGAS inh
CC1(Cc2ccccc2F)C(=O)Nc2cccc(Cl)c21 (stereo not given)	3
Cn1cc(NC(=O)CN2CCOC(Cc3ccccc3)C2)cn1 (stereo not given)	-2
CSc1nnc2c(n1)OC(c1ccc(O)cc1)Nc1ccccc1-2 (stereo not given)	-4
COc1ccc(OC)c2sc(N(CCN(C)C)C(=O)c3ccnn3C)nc12	-13
CCOC(=O)c1ccc(NC(=O)c2cn(C)c3c(=O)n(-c4ccc(C)cc4)c(=O)[nH]c23)cc1	-5

# New compounds follow.
structure | mcGAS inh | hcGAS inh | NPYLR7 agonist
COCCN(Cc1cccs1)C(=O)c1cccc(-n2cnnc2)c1 | 0 | -2 | -4
O=C(NC(C(=O)N1CCOCC1)C1CCN(C(=O)CCc2ccccc2)CC1)c1cccs1 (stereo not given) | -2 | -3 | -3
CCCCN(CC(=O)N(Cc1ccco1)Cc1cccn1C)C(=O)c1cccc([N+](=O)[O-])c1 | 1 | -1 | -15
Cc1cc(CNC(=O)C2(C)CC(=O)N=C3C=CC=CN32)ccc1F (stereo not given) | nt | -8 | -24
Cc1nnc(SCC(=O)NC(=O)NCCC(C)C)n1C | nt | 10 | -14
COc1cccc(-c2nnc(-c3cc4cc(Cl)ccc4oc3=O)o2)c1 | -8 | -2 | -4
COc1ccc(Nc2ncnc3c2nnn3C)cc1 | nt | -7 | 11
CC(c1ccon1)N(C)C(=O)c1cc(COc2cccc3cccnc23)on1 (stereo not given) | 1 | -4 | -5
CC1=CC(=O)OC1Cc1ccc2ccccc2n1 (stereo not given) | -4 | -6 | 4
Cc1nc(C)c(Cc2ccccc2F)c(N2CCN(C(=O)/C=C/c3ccccc3)CC2)n1 | -5 | 0 | 2
Cc1c([N+](=O)[O-])c([N+](=O)[O-])nn1CC(=O)Nc1ccc(Cl)cc1Cl | -3 | -3 | 0
N=C1/C(=C/c2cccs2)C(=O)N=C2SC(COc3ccccc3)=NN12 | nt | 5 | -2
C=C(C)Cn1c(=O)c2c(nc3n(-c4ccc(F)cc4)c(C)c(C)n23)n(C)c1=O | nt | -3 | -1
CC1CN(S(=O)(=O)N2CCCCC2C)CC(C)O1 (stereo not given) | nt | -7 | 6
CCNC(=O)N(Cc1ccc(Cl)c(Cl)c1)C(C)C | -8 | -12 | -1
Cc1cccc(COC(CN2CCN(C(=O)C(C)(C)C)CC2)c2ccc(Cl)cc2)c1 (stereo not given) | 0 | 0 | nt
Cc1cc(NC(=O)c2noc(C(C)C)c2[N+](=O)[O-])no1 | -3 | -4 | 10
Cc1ccccc1OCC(=O)N=Nc1c(O)n(CN2CCOCC2)c2ccccc12 | -6 | -5 | -11
N#CC1C(=N)SC(=N)C(C#N)C1c1ccc(F)cc1F (stereo not given) | 24 | 18 | 0
COc1cccc(CN(CC(O)COCC(C)C)CC2CC(c3ccc(F)cc3)=NO2)c1 (stereo not given) | -6 | -6 | -3

# Later entries.
structure | mcGAS inh | hcGAS inh | NPYLR7 agonist
COc1ccccc1C(CC(=O)N1CCC2(CC1)OCCO2)c1cn(C)c2ccccc12 (stereo not given) | -6 | -10 | 1
O=C1c2nc(-c3cccnc3)ccc2CN1C1(C(=O)NCc2ccccc2F)CC1 | -8 | -5 | 14
CC1CCC(C)(NC(=O)NC2CC2)CC1 (stereo not given) | -4 | 3 | 1
CCOC(=O)c1ccc(S(=O)(=O)Nc2cc(-c3ccc(F)cc3)sc2C(=O)OCC)cc1 | -3 | -4 | -1
CCCn1nc(C)c(-c2cc(C(=O)O)[nH]n2)c1C | nt | -13 | -5
CCCC(O)(CCC)c1ccc(CN(CCCOC)Cc2ccsc2)o1 | -2 | 2 | -6
CC1CC(C)CN(C(=O)C2CCN(S(=O)(=O)c3ccc4c(c3)OCCO4)CC2)C1 (stereo not given) | -8 | -8 | 10
COc1cc(Cn2ccnc2C2CCN(C)CC2)cc(OC)c1OC | nt | -5 | 17
NC(=O)Cn1nc(-c2ccc(Cl)cc2)ccc1=O | nt | -2 | 5
O=C(NCC1CCCO1)c1cccnc1N1CCN(C(=O)c2cccc(Cl)c2)CC1 (stereo not given) | -8 | -1 | 23
O=C(CCc1nnc(CCc2c[nH]c3ccccc23)o1)N1CCc2ccccc2C1 | nt | -6&0 | 7&-3
COCCN(CCC(=O)N1CCN(c2ccccc2F)CC1)c1nc(-c2ccccc2)nc2ccccc12 | -3 | 0 | -1
Cc1ccccc1C(=O)Nc1ccc(N2CCC(C)CC2)c(C(=O)NCCc2ccccc2)c1 | -6 | -8 | 0
O=C(Cc1cccs1)NNC(=O)c1ccc(=O)n(Cc2ccc(Cl)cc2)c1 | -9 | -8 | -11
COc1ccc(Nc2c([N+](=O)[O-])cc(C(F)(F)F)cc2[N+](=O)[O-])cc1 | -8 | -8 | -7
CC(C)C(NS(=O)(=O)c1cccc(Cl)c1)C(=O)NC1CC1 (stereo not given) | nt | -9 | 2
CCC(C)n1c(C)cn2c3c(=O)n(CCc4ccccc4)c(=O)n(C)c3nc12 (stereo not given) | -6 | 1 | 3
CC1CCCCC1NC(=O)CN(c1ccccc1)S(=O)(=O)c1ccc(C#N)cc1 (stereo not given) | nt | 5 | -6
Cc1nc(C)c(Cc2cccc(C(F)(F)F)c2)c(N2CCN(C(=O)c3cccc4ccccc34)CC2)n1 | -5 | -9 | nt
COc1cc(NC(=O)C=C(C)C)c(Cl)cc1C(=O)O | -16 | -6 | 11

# One compound at a time, as listed above. Order of screens: mcGAS inh	hcGAS inh	NPYLR7 agonist
# Results for O=C1c2nc(-c3cccnc3)ccc2CN1C1(C(=O)NCc2ccccc2F)CC1 : -8	-5	14
# Results for O=C(Cc1cccs1)NNC(=O)c1ccc(=O)n(Cc2ccc(Cl)cc2)c1 : -9	-8	-11
# Results for CCOC(=O)c1ccc(S(=O)(=O)Nc2cc(-c3ccc(F)cc3)sc2C(=O)OCC)cc1 : -3	-4	-1
# Results for CCCn1nc(C)c(-c2cc(C(=O)O)[nH]n2)c1C : nt	-13	-5
# Results for CCCC(O)(CCC)c1ccc(CN(CCCOC)Cc2ccsc2)o1 : -2	2	-6

# (further entries)
structure | mcGAS inh | hcGAS inh | NPYLR7 agonist
CC(C)C(=O)N1CCC(N2CC(OCC3CC3)C23CCCCC3)CC1 (stereo not given) | -4 | -9 | nt
N#CCCN(C(=O)/C=C/c1ccc(OCC#N)cc1)c1ccccc1 | -11 | -7 | -15
FC(F)Oc1cccc(CN2CCC(OCc3cccnc3)CC2)c1 | nt | -3 | -6
c1ccc(-c2nc(CSc3n[nH]c4nc5ccccc5n34)cs2)cc1 | nt | -6 | -5
NC1(C(=O)O)CCN(Cc2ccnn2-c2ccccc2)C1 (stereo not given) | nt | -14 | 5
OC(C#CCC(O)c1ccccc1)c1ccccc1 (stereo not given) | nt | -5 | 5
CC(C)c1nc(CNC(=O)CCc2nnc(C3(c4ccc(Cl)cc4)CCC3)o2)cs1 | -9 | -1 | 14
CCc1nc2ccc(C(=O)NCCCN3CCCC3=O)cn2c1N(CC)CC(=O)N(C)C | -3 | -6 | 14
O=C(c1ccc(-c2n[nH]c3c2COc2ccccc2-3)cc1)N1CCC(C(F)(F)F)CC1 | -6 | -4 | nt
COc1ccc(OC)c(-c2ccc(=O)n(CCNC(=O)Nc3ccc(F)c(Cl)c3)n2)c1 | -1 | -1 | -7
